Screening results from PubChem BioAssay.
TRPC4 act: activators of mouse TRPC4 channel, primary screen, Fluo4 calcium, HEK293 TRPC4beta/mu-opioid cells. Short transient receptor potential channel 4 (Mus musculus), Q9QUQ5. 310,000 compounds, 0.49% hits. AID 2237, 2010. Fluo4 calcium fluorescence; stronger effect = higher value. B-score at 10 µM;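 active means B-score above 5 SD of library B-scores, and initial fluorescence ratio not above library mean plus 5 SD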;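 further: positive B-score marks a calcium rise read as TRPC4 activation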
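Assay system: HEK293 stable line with TRPC4beta plus mu-opioid receptor; schedule: 45 min room-temperature Fluo4 loading, 110 s read; technique: kinetic Fluo4 calcium fluorescence; evaluation: integrated baseline-normalised fluorescence ratio, converted to per-well B score; controls: buffer (low) and maximal DAMGO (high)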
TRPC6 inh: mouse TRPC6 channel inhibitors, primary screen, cell-based, HEK293, membrane potential dye; Short transient receptor potential channel 6 (Mus musculus), Q61143; ACh-evoked depolarization; stronger effect = lower value; B-score at 10 µM; 310,000 compounds, 1.1% hits; AID 2553, 2010;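 active means B-score under library mean minus 3 SD, initial fluorescence not abnormally high, positive integrated signal ratio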;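 further: B-score derived from integrated fluorescence ratio over the kinetic read; more negative B-score means stronger inhibition of depolarization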
Target sequence (Q61143 whole entry, looked up): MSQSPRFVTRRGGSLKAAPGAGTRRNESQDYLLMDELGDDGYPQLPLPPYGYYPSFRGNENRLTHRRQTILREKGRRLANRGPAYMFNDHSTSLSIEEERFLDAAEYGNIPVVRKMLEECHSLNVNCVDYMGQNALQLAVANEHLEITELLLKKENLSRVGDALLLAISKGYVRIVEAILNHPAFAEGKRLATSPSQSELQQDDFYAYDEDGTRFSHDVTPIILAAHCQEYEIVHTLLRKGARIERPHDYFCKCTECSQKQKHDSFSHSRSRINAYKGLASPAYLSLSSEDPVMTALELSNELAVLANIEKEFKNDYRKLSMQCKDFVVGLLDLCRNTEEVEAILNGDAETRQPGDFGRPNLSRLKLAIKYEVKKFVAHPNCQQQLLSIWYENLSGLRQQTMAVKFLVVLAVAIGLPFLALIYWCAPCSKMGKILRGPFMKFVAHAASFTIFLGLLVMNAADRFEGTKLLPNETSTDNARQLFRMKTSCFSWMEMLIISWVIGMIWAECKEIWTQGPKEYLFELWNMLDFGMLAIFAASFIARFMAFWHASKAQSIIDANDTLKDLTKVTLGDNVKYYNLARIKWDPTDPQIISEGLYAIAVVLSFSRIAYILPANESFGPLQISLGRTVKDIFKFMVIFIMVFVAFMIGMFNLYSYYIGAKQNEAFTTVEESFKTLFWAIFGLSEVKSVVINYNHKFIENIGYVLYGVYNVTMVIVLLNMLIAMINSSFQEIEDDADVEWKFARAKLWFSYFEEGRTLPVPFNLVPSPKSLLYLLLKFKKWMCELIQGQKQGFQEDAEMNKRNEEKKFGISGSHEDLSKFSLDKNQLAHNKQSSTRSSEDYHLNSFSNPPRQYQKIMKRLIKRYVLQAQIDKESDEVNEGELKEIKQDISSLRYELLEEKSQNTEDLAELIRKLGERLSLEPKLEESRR
TRPC4 potent: positive allosteric modulators of TRPC4, primary screen, cell-based, mouse TRPC4beta, HEK293 mu-opioid, Fluo-4 calcium | Short transient receptor potential channel 4 (Mus musculus), Q9QUQ5 | DAMGO EC20, Fluo-4 Ca2+ flux; stronger effect = higher value | B-score at 10 µM | 310,000 compounds, 0.42% hits;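 active means B-score of calcium response area above 5 SD of library B-scores, with initial fluorescence ratio within 5 SD of library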;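 further: B-score of integrated fluorescence ratio over time as area under calcium response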
TRPC6 activator: mouse TRPC6 channel activators, primary screen, cell-based, HEK293, membrane potential dye. HEK293-TRPC6 membrane potential dye fluorescence; stronger effect = higher value. B-score at 10 µM. 310,000 compounds, 0.13% hits. AID 2550, 2010;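 active means B-score of the integrated fluorescence ratio above library mean plus 3 SD, and starting fluorescence ratio within library mean plus 5 SD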;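 further: higher score means more depolarization so channel activation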
ANO1 block: TMEM16A chloride channel inhibitors, primary screen, cell-based, HTS; Anoctamin-1 (Mus musculus), Q8BHY3; HEK293 TMEM16A/YFP iodide influx fluorescence, ionomycin; normalized B-score (activity score, 25-100; higher = stronger inhibition) at 10 µM; 310,000 compounds, 1.2% hits; AID 588511, 2011;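 active means ratio plate-corrected score three or more library SD toward inhibition, starting fluorescence score within five deviations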;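 further: score derived from kinetic fluorescence span divided by baseline fluorescence per well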
TMEM16A act: TMEM16A chloride channel activators or potentiators, primary screen, cell-based, HTS; HEK293 TMEM16A/YFP-H148Q/I152L, iodide quench fluorescence; stronger effect = lower value; B-score at 10 µM; 340,000 compounds, 0.3% hits;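 active means fluorescence-ratio B-score plate-corrected deviation score at least 3 library SD below zero, with starting fluorescence score within 5 deviations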;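 further: channel opened by trigger with iodide after compound preincubation; score built on the fluorescence ratio of max minus min over baseline; more negative score means more quench and so TMEM16A activation or potentiation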
TRPC4 inh: inhibitors of mouse TRPC4 channel, primary screen, Fluo4 calcium, HEK293 TRPC4beta/mu-opioid cells | Short transient receptor potential channel 4 (Mus musculus), Q9QUQ5 | DAMGO-evoked Fluo4 calcium flux; stronger effect = lower value | B-score at 10 µM | 300,000 compounds, 0.39% hits | AID 2247, 2010;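 active means B-score over 3 SD under the library average, no early fluorescence shift, positive overall ratio signal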
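test system = HEK293 cells with stable TRPC4beta plus mu-opioid receptor expression | detection = Fluo4 Ca2+ flux fluorescence | read-out = integrated fluorescence ratio relative to baseline, converted to per-well B score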
MrgX1 allo act: positive allosteric modulators of MrgX1, primary screen, HEK293 cells, Fluo-4 calcium flux. Mas-related G-protein coupled receptor member X1 (Homo sapiens), Q96LB2. FDSS; stronger effect = higher value. B-score at 10 µM. 310,000 compounds, 0.63% hits;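 active means plate-corrected calcium response at least 3 library SD above typical, normal starting fluorescence, not activating the receptor alone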;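 further: compound read alongside a low EC10 to EC30 dose of BAM8-22 agonist; peak minus trough fluorescence over baseline measured at the second addition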
MrgX1 agonist: agonists of human MrgX1 receptor, primary screen, HEK293 cells, Fluo-4 calcium flux. Mas-related G-protein coupled receptor member X1 (Homo sapiens), Q96LB2. Fluo-4 calcium fluorescence, agonist mode; stronger effect = higher value. B-score at 10 µM. 310,000 compounds, 0.44% hits. AID 588627, 2011;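 active means calcium response B-score plate-corrected fluorescence ratio at least 3 library SD, with starting fluorescence B-score inside 5 SD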
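Assay system: MrgX1-expressing HEK293 cells / Amount: fifteen thousand cells per well / Doses: test compound in the initial addition of three / Timing: cells plated overnight, dye loaded 0.5 h 37 °C, 0.5 h room temperature / Technique: kinetic calcium dye fluorescence, Fluo-4 NW / Control set: positive and negative controls per plate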
MrgX1 antagonist: antagonists of human MrgX1 receptor, primary screen, HEK293 cells, Fluo-4 calcium flux; Mas-related G-protein coupled receptor member X1 (Homo sapiens), Q96LB2; 310,000 compounds, 1.3% hits; BAM8-22 antagonism; stronger effect = lower value; AID 588676, 2011; B-score at 10 µM;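 active means calcium-response B-score plate-corrected more than 3 library SD below zero, starting fluorescence within 5 deviations, no agonist response on first addition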;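 further: peak minus trough fluorescence over baseline after final BAM8-22 challenge near maximal dose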
SKKanGAS inh: S. pyogenes SKKanGAS growth inhibitors in kanamycin, primary screen, streptokinase expression inhibitor project, SKKanGAS strain, BacTiter-Glo luminescence. 6 h. inhibition, % at 7.5 µM. 300,000 compounds, 1.3% hits. AID 1662, 2009;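 active means mean replicate score, as percent of positive control median, at least 50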;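 further: strain carries kanamycin resistance gene driven by streptokinase promoter and grows in 40 µg/ml kanamycin; loss of luminescence reflects streptokinase promoter inhibition or plain growth inhibition; 0% = median of DMSO wells and 100% = positive control at its reference dose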
Active calls of the source: *; i = inactive; / = not tested or not shown.

Every second line gives: TRPC4 act, TRPC6 inh, TRPC4 potent, TRPC6 activator, ANO1 block, TMEM16A act, TRPC4 inh, MrgX1 allo act, MrgX1 agonist, MrgX1 antagonist, SKKanGAS inh
Cc1[nH]n(-c2ccccc2)c(=O)c1/C=N/O
    i, i, i, i, i, i, i, i, i, i, 4
COc1ccc(NC(=O)c2cc(C3CC3)on2)c(OC)c1
    i, i, i, i, i, i, i, i, i, i, -7
CS(=O)(=O)N1N=C(c2ccc(Cl)cc2)CC1c1cccs1 (stereo not given)
    i, i, i, i, i, i, i, i, i, i, -10
C/C(Cn1nnc([N+](=O)[O-])n1)=N\NC(=O)c1ccc(O)cc1
    i, i, i, i, i, i, i, i, i, i, -18
CC(C)[C@H]1COCCS(=O)(=O)N1Cc1ccccc1
    i, i, i, i, i, i, i, i, i, i, 5
CSc1ccccc1NC(=O)Nc1ccc(Cl)cc1
    i, i, i, i, i, i, /, i, i, i, -5
COc1ccc(NC(=O)CN2CCN(c3ccc(F)cc3)CC2)cc1Cl
    i, i, i, i, i, -11*, i, i, i, i, -12
O=C(c1nc2ccccc2s1)N1CCSCC1
    i, i, i, i, i, i, i, i, i, -10*, -6
COc1ccc(F)cc1S(=O)(=O)NC1CCCC1
    i, i, i, i, i, i, i, i, i, i, -4
CCOC(=O)c1c(NC(=O)COC)sc(C(C)=O)c1C
    i, i, i, i, i, i, i, i, i, i, -7
CCn1c(-c2csc3ccccc23)n[nH]c1=S
    i, i, i, i, i, i, i, i, i, i, -3
O=C1COc2ccc(S(=O)(=O)CCC(=O)N3CCN(c4ccccc4)CC3)cc2N1
    i, i, i, i, i, i, i, i, i, i, -6
CCOc1ccc(C(=O)CCC(=O)Nc2ccc(C)cn2)cc1
    i, i, i, i, i, i, i, i, i, -5.7*, 29
COc1ccccc1/C=C/C(=O)c1c2c(c(C)[nH]c1=O)CCCC2
    i, i, i, i, i, i, i, i, i, i, /
C/C(=N\NC(=O)c1cccc(O)c1)c1cccc(NC(=O)c2ccc(F)cc2)c1
    i, i, i, i, i, i, i, i, i, i, -1
COc1cccc(C(=O)C2CCCN(C(=O)c3ccccn3)C2)c1 (stereo not given)
    i, i, i, i, i, i, i, i, i, i, -6
CC(C)=C(NC(=O)c1ccccc1)C(=O)NC(Cc1ccccc1)C(=O)O (stereo not given)
    i, i, i, i, i, i, i, i, i, i, -3
CC1CCCN(C(=O)C(C)Nc2cc(Cl)ccc2N2CCOCC2)C1 (stereo not given)
    i, i, i, i, i, i, i, i, i, i, 2
CCN(Cc1ccccc1)S(=O)(=O)c1c(C)[nH]c(C)c1C(=O)N1CCCC1
    i, i, i, i, i, i, i, i, i, i, 1
CN(CC(=O)Nc1c(Cl)cccc1Cl)C(=O)c1ccncc1
    i, i, i, i, i, i, i, i, i, i, 1
COc1cccc(C(=O)NCC(c2ccco2)N2CCOCC2)c1 (stereo not given)
    i, i, i, i, i, i, i, i, i, i, 2
CC(C)Cc1cc(C(=O)Nc2sc3c(c2C#N)CCC3)no1
    i, i, i, i, i, i, i, i, i, i, -2
Cc1cc(=O)n2[nH]c(-c3ccc(F)cc3)cc2n1
    i, i, i, i, i, i, i, i, i, i, 8
C/C(=N/OC(=O)c1ccc(F)cc1)c1ccc(C)cc1
    i, i, i, i, i, i, i, i, i, i, -7
CC(C)(C)Nc1nc(OCC#N)nc(N2CCCCC2)n1
    i, i, i, i, i, i, i, i, i, i, 3
O=C(CSc1nncn1-c1cccnc1)Nc1cccc([N+](=O)[O-])c1
    i, i, i, i, i, i, i, i, i, i, -4
O=C(/C=C/NCc1cccnc1)C(F)(F)C(F)(F)F
    i, i, i, i, i, i, i, i, i, i, -5
S=c1[nH]nc(-c2cc(-c3ccccc3)n[nH]2)n1/N=C/C=C/c1ccccc1
    i, i, i, i, i, i, i, i, i, i, 11
COc1ccc(CNCCCC(=O)Nc2c(Cl)ccc(C)c2Cl)cc1OC
    i, i, i, i, i, i, i, i, i, i, 6
CCc1c(C)nc(N)c(C#N)c1-c1ccccc1
    i, i, i, i, i, i, i, i, i, i, -7
Cc1cccc(NC(=S)N(CCN(C)C)Cc2cc3cc(C)ccc3[nH]c2=O)c1
    i, i, i, i, i, i, i, i, i, i, 5
O=C(NC(=S)NCC1CCCO1)c1ccc(Cl)cc1Cl (stereo not given)
    i, i, i, i, i, i, i, i, i, i, 0
COC(=O)c1cc(S(=O)(=O)N2CCN(c3cccc(OC)c3)CC2)cn1C
    i, i, i, i, i, i, i, i, i, i, -3
Cc1ccc(S(=O)(=O)n2ccc(-c3cccc(OCc4c(F)cccc4Cl)c3)n2)cc1
    i, i, i, i, i, i, i, i, i, i, -4
CC(=O)N(Cc1cccs1)Cc1cc2cc(C)c(C)cc2nc1Cl
    i, i, i, i, i, i, i, i, i, i, -2
CCOC(=O)c1c(NC(N)=O)sc(C)c1C
    i, i, i, i, i, i, i, i, i, i, -3
CCn1nc(C)c(CN2CCC(n3nccc3NC(=O)Cc3ccccc3)CC2)c1C
    i, i, i, i, i, i, i, i, i, i, -1
COc1cc(/C=N/NC(=O)c2ccncc2)cc2c1OCO2
    i, i, i, i, i, i, i, i, i, i, -1
CCOC(=O)CCCNC(=O)CN1CCC(c2nc3ccccc3s2)CC1
    i, i, i, i, i, i, i, i, i, i, -8
CCOC(=O)C1CCN(C(=O)CCc2nnc3ccc(NCc4ccco4)nn23)CC1
    i, i, i, i, i, i, i, i, i, i, -3
CN(Cc1c(C(=O)N/N=C/c2ccc(O)cc2)nnn1-c1nonc1N)C1CCCCC1
    i, i, i, i, i, i, i, i, i, i, 4
COCC(C)Nc1nc(C)c(C(C)=O)s1 (stereo not given)
    i, i, i, i, i, i, i, i, i, i, 2
Cc1cc([N+](=O)[O-])cc2c1-c1ncccc1C2=Nc1ccccc1
    i, i, i, i, i, i, i, i, i, i, 6
Cc1cccc(OCc2nnc3n2CCCCC3)c1
    i, i, i, i, i, i, i, i, i, i, 3
COC(=O)C1C(O)=C(C(C)=N)C(=O)CC1(C)C (stereo not given)
    i, i, i, i, i, i, i, i, i, i, 2
O=C(CN(C(=O)CCC(=O)Nc1ccccn1)C1CCCC1)NCc1ccc(F)cc1
    i, i, i, i, i, i, i, i, i, i, -6
CCOC(=O)Cc1csc(NC(=O)CSc2cc(Cl)ccc2Cl)n1
    i, i, i, i, i, i, i, i, i, i, 7
COc1ccc(S(=O)(=O)Nc2ccc(NC(C)=O)cc2)cc1Br
    i, i, i, i, i, i, i, i, i, i, /
COc1ccc(CCN(C)C(=O)c2cc(S(=O)(=O)NCc3ccccc3)ccc2C)cc1OC
    i, i, i, i, i, i, i, i, i, i, 2
O=C(Nc1cccc(S(=O)(=O)N2CCCCCC2)c1)c1cc(=O)c2ccccc2o1
    i, i, i, i, i, i, i, i, i, i, 5

Carrying on.
Every second line gives: TRPC4 act, TRPC6 inh, TRPC4 potent, TRPC6 activator, ANO1 block, TMEM16A act, TRPC4 inh, MrgX1 allo act, MrgX1 agonist, MrgX1 antagonist, SKKanGAS inh
Cc1ccc2[nH]c(C(=O)NN=C3CCCCC3)c(-c3ccccc3)c2c1
    i, i, 10*, i, i, i, i, i, i, i, 26
COc1ccc(OC(=O)/C=C/c2ccc([N+](=O)[O-])cc2)cc1
    i, i, i, i, i, i, i, i, i, i, -3
COc1ccccc1NC(=O)NC1(C)CCS(=O)(=O)C1 (stereo not given)
    i, i, i, i, /, i, i, /, /, /, -5
O=C(OCc1cnc(Cl)s1)c1cccs1
    i, i, i, i, i, i, i, i, i, i, 10
COC(=O)N1C/C=C\C(c2ccc(OC)cc2)N(Cc2ccc(F)cc2)C(=O)C1 (stereo not given)
    i, i, i, i, i, i, i, i, i, i, 5
COc1ccccc1OCCOCCOc1c(C)cc(C)cc1Br
    i, i, i, i, i, i, i, i, i, i, -1
CCCCNS(=O)(=O)c1ccc(S(=O)(=O)n2cnc3ccccc32)cc1
    /, /, /, /, i, i, /, i, i, i, /
CC(C)CCNC(=O)C1CCCN(S(=O)(=O)c2ccc3c(c2)CC(C)N3C(=O)C2CC2)C1 (stereo not given)
    i, i, i, i, i, i, i, i, i, i, -15
CCOC(=O)C1CCN(c2ncnc3c2[nH]c2cccc(OC)c23)CC1
    i, i, i, i, i, i, i, i, i, i, 4
NS(=O)(=O)c1ccc(N=NN2CCCCC2)cc1
    i, i, i, i, i, i, i, i, i, i, -1
CC(C)Sc1ncc(S(=O)(=O)c2ccccc2)c(=O)[nH]1
    i, i, i, i, i, i, i, i, i, i, -17
Cc1cccc(-n2c(N)c(-c3nc4ccccc4n3C)c3nc4ccccc4nc32)c1
    i, i, i, i, i, i, i, i, i, i, 78*
Cc1ccc(C(=O)C(OC(=O)c2c(C)cc(=O)oc2C)c2ccccc2)cc1 (stereo not given)
    i, i, i, i, i, i, i, i, i, i, 20
Cc1nc(-c2nc(CC(=O)NNC(=O)c3ccc(Cl)cc3)cs2)cs1
    i, i, i, i, i, i, i, i, i, i, -4
Cc1ccc(Oc2nc(C(F)(F)F)nc3ccccc23)cc1
    i, i, i, i, i, i, i, i, i, i, 27
O=C(CN1CCN(c2ccccc2F)CC1)c1ccc2c(c1)OCO2
    i, i, i, i, i, i, i, i, i, i, /
Cc1noc(C)c1S(=O)(=O)N1CCC(C(=O)Nc2ccccn2)CC1
    i, i, i, i, i, i, i, i, i, i, -4
